GSK3beta inhib = human GSK3beta kinase inhibitors, primary screen, biochemical, cell-free homogeneous, HTS. GST-GSK3beta kinase, ADP-Glo luminescence, 60 min; hits give low values. activity score (negative = inhibition), % at 10 µM. Glycogen synthase kinase-3 beta (Homo sapiens), P49841. AID 2097, 2009. 0.038% of 300,000 active;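 active means more than half of replicate wells score below -50%, meaning over 50% inhibition versus plate controls; inconclusive means some replicates but at most half score below -50%; inactive means no replicate scores below -50%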;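 further: 0% = median DMSO wells and -100% = median GW8510 positive control wells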
Target sequence (P49841 whole entry, looked up): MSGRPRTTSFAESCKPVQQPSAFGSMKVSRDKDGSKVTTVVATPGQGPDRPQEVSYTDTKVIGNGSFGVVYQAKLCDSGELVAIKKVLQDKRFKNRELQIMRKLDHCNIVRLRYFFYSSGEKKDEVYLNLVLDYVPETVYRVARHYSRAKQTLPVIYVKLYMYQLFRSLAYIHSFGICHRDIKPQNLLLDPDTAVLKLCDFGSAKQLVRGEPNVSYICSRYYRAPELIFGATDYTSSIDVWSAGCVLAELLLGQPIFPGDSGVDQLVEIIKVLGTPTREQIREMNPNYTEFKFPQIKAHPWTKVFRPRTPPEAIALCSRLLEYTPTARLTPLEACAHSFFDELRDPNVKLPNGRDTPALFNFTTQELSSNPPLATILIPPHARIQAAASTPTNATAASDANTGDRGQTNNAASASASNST
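Assay system: GST-fused GSK3beta enzyme, cell-free / Medium: Tris pH 7.5 buffer with MgCl2, DTT, BSA, heparin / Also added: peptide substrate plus 25 µM ATP (final) / Compound: 10 µM single point / Timing: kinase reaction with compound 60 min at room temperature / Detection: ADP-Glo luminescence / Benchmarks: DMSO neutral wells and GW8510 at 20 µM as positive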
Platelet DG rel = inhibitors of platelet dense granule secretion, primary screen, cell-based, MLPCN, human platelets; human platelet-rich plasma, SFLLRN dense granule ATP release, luminescence; inhibition, %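 (compounds screened at 7.5 µM in platelet-rich plasma)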; 0.22% of 300,000 active; AID 1663, 2009;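 active means mean replicate score, as percent of positive control, at or above 50; inconclusive means mean below 50 but at least one replicate at or above 50; inactive means mean and every replicate below 50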
HDAC3 inh = HDAC3 deacetylase inhibitors, primary screen, biochemical, fluorescence, cell-free homogeneous | Histone deacetylase 3 (Homo sapiens), O15379 | recombinant HDAC3, fluorogenic peptide/trypsin coupled | inhibition, % at 8.3 µM | 0.15% of 320,000 active; in the data active means inhibition above about 26%, passing the limit was not always enough; inconclusive means no clear call, values can overlap the other calls
DYRK1A inh = rat Dyrk1A kinase inhibitors, primary screen, biochemical, single point, plate reader | ADP-Glo luminescence, NFATc1 peptide | inhibition, % at 12.5 µM | 0.43% of 310,000 active | AID 504441, 2011; in the data active means inhibition above about 50%;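 further: plate controls were vehicle with enzyme for no effect and no enzyme for full effect; many of its hits are not listed in these tables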
GSK3 alpha inh = blockers of GSK3A enzyme activity – biochemical, luminescence, cell-free homogeneous, HTS, primary screen. Glycogen synthase kinase-3 alpha (Homo sapiens), P49840. GSK-3 alpha kinase, ADP-Glo luminescence, 60 min. inhibition, % at 10 µM. 0.1% of 320,000 active;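 in the data active means inhibition above about 50%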;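 further: GST-tagged GSK-3 alpha with peptide substrate and 25 µM ATP; 0% = DMSO neutral wells and 100% = GW8510 positive control wells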
Target sequence (P49840 whole entry, looked up): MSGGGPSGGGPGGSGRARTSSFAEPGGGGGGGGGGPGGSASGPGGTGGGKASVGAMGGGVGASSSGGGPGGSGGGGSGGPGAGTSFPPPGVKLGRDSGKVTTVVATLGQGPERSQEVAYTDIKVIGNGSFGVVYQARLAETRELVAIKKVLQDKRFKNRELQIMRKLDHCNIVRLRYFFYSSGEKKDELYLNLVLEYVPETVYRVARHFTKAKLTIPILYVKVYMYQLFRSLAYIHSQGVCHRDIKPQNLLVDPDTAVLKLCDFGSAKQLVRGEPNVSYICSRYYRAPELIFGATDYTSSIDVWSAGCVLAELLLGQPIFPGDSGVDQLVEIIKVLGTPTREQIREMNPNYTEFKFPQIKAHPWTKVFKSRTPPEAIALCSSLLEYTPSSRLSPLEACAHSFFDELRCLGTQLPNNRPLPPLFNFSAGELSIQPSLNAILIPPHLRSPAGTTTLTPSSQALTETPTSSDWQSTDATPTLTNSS
AI-2 QS modul = Vibrio harveyi AI-2 quorum sensing modulators, primary screen, JMH597 strain, luminescence/OD600 ratio. 0.4% of 300,000 active. Vibrio harveyi JMH597 AI-2 luminescence/OD600 ratio, 9 h; hits give low values; strain lacks LuxN and CqsS sensors; 0 = neutral-control median. activity change, % at 7.5 µM; in the data active means activity change below about -75%, passing the limit was not always enough; inconclusive means no clear call, values can overlap the other calls;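 further: luminescence divided by OD600 gain over 9 h not by final OD600 alone; inactives centre near 13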
HSP90 refold inh = HSP90 inhibitors, primary screen, cell lysate, luminescence; AID 1789, 2009; 0.91% of 290,000 active; Rabbit reticulocyte lysate, luciferase refolding luminescence, 3 h; inhibition, % at 5.6 µM; Heat shock protein HSP 90 (rabbit reticulocyte lysate; luciferase refolding);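 active means inhibition above the screen-wide mean plus 3 SD, computed separately per campaign, cut at about 16% in these data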;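 further: 0% = DMSO wells and 100% = 60 µM geldanamycin wells; inhibitors lower the luminescence because luciferase stays unfolded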
HSF1 inh = HSF1 inhibitors in luciferase reporter cells, primary screen, cell-based, NIH3T3, luminescence; 0.77% of 300,000 active; NIH3T3-HGL HSE-luciferase, MG132-induced, luminescence 8 h; hits give low values; activity change, negative = inhibition, % at 7.5 µM (by protocol);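 active means more than half of replicate wells show activity change below -50%, luminescence cut by over half; inconclusive means some wells, but at most half, below -50%; inactive means no replicate well below -50%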;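 further: luciferase reports HSF-1 transcriptional activity via heat shock element; 0% = median of DMSO wells and -100% = zero luminescence signal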
HSF-1 act = HSF-1 activators, primary screen, NIH3T3-HGL cells, MG132 stress, luminescence, single point; activation, % at 9 µM; NIH3T3-HGL HSF-1 luciferase reporter, 8 h; 100% = twice DMSO control signal; AID 504408, 2011; 1.7% of 300,000 active;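 active means mean replicate activation of at least 50% with a set share of replicates each reaching 50%; inconclusive means only one of those two conditions met; inactive means mean below 50% and too few replicates reaching it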;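 further: 0% = median of the neutral control wells and 100% = twice that signal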
PolyA inh = polyadenylation inhibitors in yeast reporter cells, primary screen, luminescence, S. cerevisiae; 0.02% of 300,000 active; calls only at 12 µM; S. cerevisiae SKY197-pL101 polyadenylation reporter, beta-gal luminescence; efflux-impaired pdr1/pdr3 knockout yeast; score 100 = 6 SD above DMSO;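 active means lowest replicate activity score at least 50, where 100 means six control SD above control mean; inconclusive means lowest score under 50 but half or more replicates reach 50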;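 further: yeast exposed to compound for 9 h at 30 °C; higher score means more reporter readthrough which indicates perturbed polyadenylation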
* = called active by the depositor; i = inactive; ? = inconclusive; · = not tested or not shown. A portion of the library (hit frequency here may not be typical).

SMILES	GSK3beta inhib	Platelet DG rel	HDAC3 inh	DYRK1A inh	GSK3 alpha inh	AI-2 QS modul	HSP90 refold inh	HSF1 inh	HSF-1 act	PolyA inh
O=C(c1cnn2c(C(F)(F)F)cc(-c3ccc4c(c3)OCO4)nc12)N1CCCCC1	0	5	-7	1	0	22	3	-2	3	i
Cc1ccc(CSc2nn3c(=O)c(C)nnc3s2)cc1	2	-6	1	1	-2	28	0	17	32	i
Nc1ncnc2c1ncn2[C@@H]1O[C@H](CO)[C@@H](O)[C@@H]1O	5	2	-5	24	4	-1	·	2	4	i
O=C(CSc1ncn[nH]1)c1ccc2c(c1)OCO2	-9	1	14	31	9	6	4	-2	9	i
Cc1sc2nc(CC(N)=O)[nH]c(=O)c2c1-c1ccccc1	0	4	4	-4	-4	10	3	-5	0	i
Cc1cccc(Nc2ccc(C(=O)O)cc2[N+](=O)[O-])c1C	2	-6	10	5	-4	37	-4	-4	6	i
COc1ccc(S(=O)(=O)NC(CC(=O)NC2CCCC2)c2ccco2)cc1 (stereo not drawn)	0	1	5	2	-2	-5	0	-5	-9	i
Cc1ccc(NC(=O)CN(C)CC(=O)Nc2ccc(F)c(F)c2F)c(Cl)c1	3	4	3	·	-1	12	1	0	1	i
O=C1CCNc2c(Cl)cc(Cl)cc21	2	-2	-1	3	-3	-24	-4	5	23	i
COc1cc(C(=O)Nc2ccc(NC(=O)C(C)C)nc2)cc(OC)c1OC	1	9	7	2	-2	1	·	-17	-24	i
CCSc1ncc(Cl)c(C(=O)Nc2ccccc2F)n1	3	-1	-1	0	-3	7	-3	-1	10	i
COC(=O)c1cc(Br)c(=O)n(-c2ccccn2)c1	-1	-35	-4	1	5	8	-4	1	-5	i
O=C(Cn1nc(Cc2cccnc2)c2ccccc2c1=O)NCC1CCCO1 (stereo not drawn)	2	-2	·	1	-2	48	-1	-1	-3	i
Cc1cccc(Cn2cc(SCC(=O)Nc3nccs3)c3ccccc32)c1	0	2	8	1	4	38	-2	14	-7	i
CCn1cc(C(=O)NCc2ccc(Cl)cc2)c(=O)c2cc(S(=O)(=O)N(C)C)ccc21	2	15	1	-3	-1	21	3	10	20	i
CCOC(=O)NN1C(=O)c2ccccc2NC1c1cccnc1 (stereo not drawn)	0	1	-8	3	-4	13	0	1	-3	i
Cc1nc(N2CCOCC2)nc2c1CCCC2	2	-8	0	-5	-1	7	4	-1	2	i
CN(C(=O)COc1ccccc1C(=O)NCCc1ccccc1)c1ccccc1	0	14	3	-1	-1	13	-1	3	18	i
CCOC(=O)c1sc(NC(=O)/C=C/c2ccc(F)cc2)nc1C	-1	0	?	0	-2	-4	-3	-5	-17	i
COc1ccc(CCCc2n[nH]c(=S)n2C)cc1C	0	-1	-4	0	-1	25	3	-9	3	i
COC(=O)C1CN(C(=O)COc2ccc(C)cc2)c2ccccc2O1 (stereo not drawn)	3	3	-3	-1	-3	16	1	20	21	i
CC1CCc2[nH]nc(C(=O)O)c2C1 (stereo not drawn)	6	1	-2	·	-5	35	3	-6	14	i
O=[N+]([O-])c1c(NCCCO)cc(SCc2ccco2)c2nonc12	-1	15	4	3	5	0	-1	-22	-38	i
CCOC(=O)N1CCN(C(=O)CCN2C(=O)/C(=C\c3ccccc3OC)SC2=S)CC1	0	15	-3	0	-1	22	-1	-2	14	i
Cc1ccccc1OCCC(=O)OCC(=O)N1CCN(S(=O)(=O)c2ccc(Cl)cc2)CC1	0	8	0	-4	-1	16	·	9	1	i
Cc1ccc(-c2cc(C(=O)NCC3CCCO3)no2)cc1 (stereo not drawn)	-5	-4	-7	·	6	19	9	25	45	i
CC(=O)c1cccc(NC(=O)CSc2ncc(C(=O)Nc3ccccc3)c(=O)n2C)c1	3	12	-2	·	0	-15	·	6	24	i
Nn1c(=S)[nH]nc(Cc2ccc(O)cc2)c1=O	2	5	2	1	-1	2	4	2	-9	i
CCOC(=O)c1sc(=NC(=O)COc2ccc(Cl)cc2)n(C)c1C	0	6	2	0	0	16	2	-4	8	i
O=C(CSc1nnc(-c2ccc(OC(F)F)cc2)o1)NC(=O)NCc1ccco1	3	11	3	2	-3	27	-2	1	7	i
CCCCc1cc(=O)oc2c(CN3CCCC3)c(O)c(Cl)cc12	3	-8	i	3	-1	6	0	0	2	i
COc1ccc(Cn2nnnc2C(c2cc3cc(C)ccc3[nH]c2=O)N2CCOCC2)cc1 (stereo not drawn)	-1	-1	-2	-1	-1	11	2	-9	6	i
O=C(CCc1nnc(C2CCCCC2)o1)N1CCN(C2CCCCC2)CC1	2	2	-2	0	2	19	3	1	1	i
COc1cc(C(=O)NNC(=O)Nc2ccc([N+](=O)[O-])cc2)cc(OC)c1OC	-4	2	2	-2	2	0	0	-4	10	i
CCC(Cc1ccccc1)NS(=O)(=O)c1c(C)nc2sccn2c1=O (stereo not drawn)	2	58*	-4	4	1	8	0	-1	-5	i
Cc1ccc(S(=O)(=O)N(CC(=O)NCc2ccncc2)Cc2ccc(F)cc2)cc1	2	1	3	-7	-1	35	-4	-1	17	i
CC(C)CNC(=O)c1cccc(NC(=O)c2ccco2)c1	5	2	-6	6	0	11	3	2	-16	i
COc1cc(/C=N/NC(=O)c2ccc(CN3c4cccc5cccc(c45)S3(=O)=O)cc2)cc(OC)c1O	-1	11	·	-5	·	27	4	-2	-5	i
CCN(Cc1ccccc1)C(=O)c1cccc(S(=O)(=O)N2CCN(Cc3ccccc3)CC2)c1	-1	0	-2	-2	-2	16	·	13	4	i
O=C(O)CC1NC(=O)N(C2CCCCC2)C1=O (stereo not drawn)	0	-6	-3	-6	-2	3	-1	-4	-12	i
Cc1ccc(NC(=S)NCc2cccs2)cc1	5	-2	·	3	·	-8	3	-2	11	i
CCc1nnc(NC(=O)C2COc3ccccc3O2)s1 (stereo not drawn)	-1	-3	1	6	0	5	5	15	38	i
O=C(CSc1nc2ccccc2[nH]1)NCc1ccco1	-4	-13	-1	3	0	23	0	8	21	i
Cc1cccnc1NC(=O)Nc1ccc(Cl)cc1	-1	9	2	-3	1	24	-4	12	31	i
CC1(C)Cc2cccc(Oc3cc(NN4CCCCC4)c([N+](=O)[O-])cc3[N+](=O)[O-])c2O1	-3	-6	0	4	-1	27	3	-5	-2	i
Cc1ccc2c(c1)N(Cc1ccccn1)C(=O)C(C)O2 (stereo not drawn)	-1	-7	-2	-7	-1	23	1	-2	-5	i
COc1cccc(NC(=O)CN(C)C(=O)c2cccnc2Sc2ccc(C)c(C)c2)c1	2	6	0	13	-2	8	·	0	-14	i
COCCCNC(=O)C(=O)NCC(c1ccco1)N1CCN(c2ccc(OC)cc2)CC1 (stereo not drawn)	2	0	6	-3	-1	24	-7	-9	-15	i
CN(CCc1ccccn1)C(=O)CCC1CCCN(C(=O)CN2CCCCCC2)C1 (stereo not drawn)	2	0	2	-3	-3	-2	0	-5	-13	i
O=C(COC(=O)/C=C/c1ccccc1[N+](=O)[O-])NCC(F)(F)F	1	1	2	0	1	18	2	-1	-13	i
Cc1nc2cc(NCc3ccccc3O)ccc2n1Cc1ccccc1	-1	8	-4	3	-2	7	-5	26	27	i
O=C(COC(=O)c1cc(=O)[nH]c2ccccc12)c1cccs1	-1	6	13	-1	-4	-1	2	0	5	i
CCOC(=O)c1c(NC(=O)c2ccc(S(=O)(=O)N3CCOCC3)cc2)sc2c1CCN(C(C)C)C2	6	-6	5	-7	1	17	0	6	2	i
Cc1ccc2c(c1)C(=O)C(=O)N2CC(=O)Nc1ccc(N2CCOCC2)cc1	3	3	-1	·	3	23	2	4	-12	i
CCCCOc1ccc2c(C)cc(=O)oc2c1OCCCC	2	1	2	2	5	14	-3	4	17	i
C=CCn1cc(/C=N/NC(=O)COc2cccc3cccnc23)c2ccccc21	0	8	2	2	2	37	1	2	-10	i
O=S(=O)(O)c1nc2ccccc2n1Cc1ccccc1	6	6	-10	·	-3	8	0	-6	-6	i
N#CC1=C(N)N(c2ccc(Oc3ccccc3)cc2)C(=O)C1	4	-101	1	-7	-3	6	1	-89*	-91	i
CC1CCC(NC(=O)c2ccc3c(c2)S(=O)(=O)c2ccccc2C3=O)CC1 (stereo not drawn)	19	-1	1	-8	-2	24	·	-1	2	i
Fc1cccc(CN2CCN(Cc3nc(CCc4ccccc4)no3)CC2)c1	1	4	2	-1	-5	-1	-3	8	23	i
More entries.
SMILES	GSK3beta inhib	Platelet DG rel	HDAC3 inh	DYRK1A inh	GSK3 alpha inh	AI-2 QS modul	HSP90 refold inh	HSF1 inh	HSF-1 act	PolyA inh
COC(=O)CCCC(=O)NCC1(N(C)Cc2ccccc2)Cc2ccccc2C1	1	-4	5	0	-8	11	-3	-4	-9	i
COc1ccc(-c2cc(CN3C(=O)c4ccccc4C3=O)on2)cc1	0	-22	-8	-8	0	28	3	0	-16	i
CC(C(=O)N(C)C1CCS(=O)(=O)C1)N1C(=O)/C(=C/c2cccs2)SC1=S (stereo not drawn)	-2	-1	7	-3	0	25	-5	-4	-3	i
Cc1cc(C)c(C(N)=O)c(Nc2cccc(Cl)c2)n1	2	4	-1	-1	-5	10	-2	0	14	i
Cc1ccc(S(=O)(=O)N2CCOCC2)cc1NC(=O)Cn1nc(C)c([N+](=O)[O-])c1C	2	0	2	-1	0	24	·	-6	1	i
O=C(NCc1ccc(F)cc1)N1CCc2ccccc2C1	3	-32	1	5	3	-33	-2	7	5	i

Ordered by heavy-atom count (highest first): some entries from above
SMILES	GSK3beta inhib	Platelet DG rel	HDAC3 inh	DYRK1A inh	GSK3 alpha inh	AI-2 QS modul	HSP90 refold inh	HSF1 inh	HSF-1 act	PolyA inh
CC(=O)c1cccc(NC(=O)CSc2ncc(C(=O)Nc3ccccc3)c(=O)n2C)c1	3	12	-2	·	0	-15	·	6	24	i
Cc1ccc2c(c1)C(=O)C(=O)N2CC(=O)Nc1ccc(N2CCOCC2)cc1	3	3	-1	·	3	23	2	4	-12	i
Cc1ccc(NC(=O)CN(C)CC(=O)Nc2ccc(F)c(F)c2F)c(Cl)c1	3	4	3	·	-1	12	1	0	1	i
COc1ccc(-c2cc(CN3C(=O)c4ccccc4C3=O)on2)cc1	0	-22	-8	-8	0	28	3	0	-16	i

From PubChem
